# Screening results (PubChem BioAssay)
# M5 antag: human M5 muscarinic receptor antagonists, primary screen, CHO cells, Fluo-8 calcium fluorescence | inhibition, % at 3 µM | 360,000 tested, 0.59% active | Muscarinic acetylcholine receptor M5 (Homo sapiens), P08912 | CHO-hM5 cells, ACh EC80;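 active means inhibition above a per-plate cutoff, the mean of that plate's test compounds plus 3 SD, cut at about 27% in these data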;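 further: 0% = acetylcholine EC80 with DMSO and 100% = DMSO without agonist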
# Target sequence (P08912 whole entry, looked up): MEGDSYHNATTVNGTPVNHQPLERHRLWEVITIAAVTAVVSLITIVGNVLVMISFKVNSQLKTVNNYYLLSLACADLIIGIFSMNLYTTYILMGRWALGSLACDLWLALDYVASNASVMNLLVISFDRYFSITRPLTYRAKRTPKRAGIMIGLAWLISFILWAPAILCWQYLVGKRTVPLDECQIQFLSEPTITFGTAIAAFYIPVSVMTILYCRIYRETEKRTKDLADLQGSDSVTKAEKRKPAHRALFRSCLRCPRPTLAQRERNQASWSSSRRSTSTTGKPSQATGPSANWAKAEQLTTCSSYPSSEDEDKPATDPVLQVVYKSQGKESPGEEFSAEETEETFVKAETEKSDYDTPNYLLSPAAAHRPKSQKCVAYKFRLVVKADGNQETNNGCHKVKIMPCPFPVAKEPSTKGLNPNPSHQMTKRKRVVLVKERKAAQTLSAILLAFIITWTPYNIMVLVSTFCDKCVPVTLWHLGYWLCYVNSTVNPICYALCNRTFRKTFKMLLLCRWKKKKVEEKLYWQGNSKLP
# M1 ag parental: counter-screen for M1 agonists: effect in parental CHO-K1 cells; activation, % at 3 µM; AID 602248, 2012; Fluo-8 calcium fluorescence; scaled to maximal ATP response, vehicle zero; 360,000 tested, 0.48% active; in the data active means activation above about 15%;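 further: untransfected CHO-K1 host cells lacking M1 receptor as counterscreen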
# CHO-K1 Ca PAM: nonselective calcium activators in parental CHO-K1 cells, primary screen, counter-screen for M1 PAM project, cell-based, Fluo-8 calcium fluorescence, full deck, 1536-well; ATP EC20; 0% at ATP EC20, 100% at ATP max; 360,000 tested, 0.02% active; activation, % at 3 µM;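 active means activation above the run cutoff, the mean activation of all test compounds plus 3 SD, cut at about 40% in these data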;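 further: peak over basal fluorescence ratio in a 140 s read after ATP addition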
# CHO-K1 Ca antag: M1 antagonist counterscreen hit in parental CHO-K1 cells. ATP-induced calcium, Fluo-8 fluorescence. inhibition, % at 3 µM. 360,000 tested, 0.6% active. AID 602250;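 active means inhibition above a per-plate cutoff, the plate's mean sample inhibition plus 3 SD, cut at about 24% in these data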;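 further: 0% = DMSO plus EC80 ATP and 100% = DMSO alone without ATP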
# CHRM4 antagonist: human M4 muscarinic receptor antagonists, primary screen, CHO cells, Fluo-8 calcium fluorescence; Muscarinic acetylcholine receptor M4 (Homo sapiens), P08173; CHO-hM4 cells, ACh EC80; inhibition, % at 3 µM; 360,000 tested, 0.73% active; AID 624125, 2012;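 active means inhibition above its plate's cutoff, the mean inhibition of sample wells plus 3 SD, cut at about 27% in these data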;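 further: 0% = acetylcholine EC80 with DMSO and 100% = DMSO without agonist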
# Target sequence (P08173 whole entry, looked up): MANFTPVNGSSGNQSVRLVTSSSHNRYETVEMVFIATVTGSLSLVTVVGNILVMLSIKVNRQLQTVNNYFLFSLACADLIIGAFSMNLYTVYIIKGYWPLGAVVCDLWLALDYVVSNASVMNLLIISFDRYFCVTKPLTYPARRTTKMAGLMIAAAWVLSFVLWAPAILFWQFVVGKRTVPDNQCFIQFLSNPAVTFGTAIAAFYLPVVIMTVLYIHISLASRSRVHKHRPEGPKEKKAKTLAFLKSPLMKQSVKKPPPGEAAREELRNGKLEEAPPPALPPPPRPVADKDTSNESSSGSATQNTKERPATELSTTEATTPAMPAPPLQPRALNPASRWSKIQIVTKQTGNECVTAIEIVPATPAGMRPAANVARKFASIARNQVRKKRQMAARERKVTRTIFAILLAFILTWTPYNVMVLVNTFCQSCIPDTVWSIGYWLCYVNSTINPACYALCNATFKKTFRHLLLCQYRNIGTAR
# M5 ag: human M5 muscarinic receptor agonists, primary screen, CHO-K1 cells, Fluo-8 calcium fluorescence; Muscarinic acetylcholine receptor M5 (Homo sapiens), P08912; CHO-K1 hM5 cells; 0% DMSO wells, 100% maximal acetylcholine response; activation, % at 3 µM; 360,000 tested, 0.19% active; AID 624037, 2012;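 active means activation above the run's mean over test compounds plus 3 SD, cut at about 23% in these data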;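 further: signal is peak over basal fluorescence ratio across the kinetic read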
# CHRM5 PAM: human M5 muscarinic receptor positive allosteric modulators, primary screen, CHO-K1 cells, Fluo-8 calcium fluorescence. CHO-K1 hM5, ACh EC20 PAM; 0% = ACh EC20, 100% = ACh EC100. activation, % at 3 µM. 360,000 tested, 0.3% active. AID 624038, 2012;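 active means activation above the run cutoff, the mean activation of all test compounds plus 3 SD, cut at about 18% in these data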
#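 Assay system: CHO-K1 hM5 cells. Also added: acetylcholine at EC20 concentration, added after compound. Dosing: 3 µM, single dose. Times: compound preincubation 140 s before EC20 acetylcholine addition. Signal: Fluo-8 calcium fluorescence. Measure: % activation relative to EC20 and EC100 ACh responses. Repeats: singlicate, one well per test compound.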
# M4 PAM: human M4 muscarinic receptor positive allosteric modulators, primary screen, CHO-K1 cells, Fluo-8 calcium fluorescence | Muscarinic acetylcholine receptor M4 (Homo sapiens), P08173 | CHO-K1 hM4/Gqi5, ACh EC20; 0% = ACh EC20, 100% = maximal ACh | activation, % at 3 µM | 360,000 tested, 0.4% active;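 active means activation above its plate's cutoff, the mean activation of sample wells plus 3 SD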; further: some results filed as inactive read as strong as hits
# CHRM4 agonist: human M4 muscarinic receptor agonists, primary screen, CHO-K1 cells, Fluo-8 calcium fluorescence; AID 624127, 2012; activation, % at 3 µM; Muscarinic acetylcholine receptor M4 (Homo sapiens), P08173; CHO-K1 hM4/Gqi5; vehicle 0%, full acetylcholine response 100%; 360,000 tested, 0.14% active;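 active means activation above the run mean over all test wells plus 3 SD, cut at about 32% in these data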;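 further: peak over basal fluorescence ratio per well then scaled between controls; 0% = DMSO wells and 100% = acetylcholine at EC100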
# The depositor's hits bear a star.
SMILES,M5 antag,M1 ag parental,CHO-K1 Ca PAM,CHO-K1 Ca antag,CHRM4 antagonist,M5 ag,CHRM5 PAM,M4 PAM,CHRM4 agonist
Cc1ccc(NC(=O)COC(=O)CCC(=O)c2cccs2)cc1S(=O)(=O)N1CCOCC1,-3,2.7,12,-7,32*,-1,9,20,12
NC(=O)CSc1cn(Cc2cccc(F)c2)c2ccccc12,2,2.0,9,-3,6,2,5,1,2
CCC1(CC)NC(=O)N(CC(=O)OCC(=O)NC(=O)c2ccccc2OC)C1=O,9,0.7,-13,6,4,1,-2,0,6
CCn1cc(C(=O)NCc2cccnc2)c2cc(OC)c(OC)cc2c1=O,3,0.1,21,-9,-2,2,-2,-4,1
COc1cc(-c2cc3nc(NCCc4ccncc4)ccn3n2)cc(OC)c1OC,2,4.9,9,-4,-7,2,-5,-5,8
COc1ccc(CC(=O)NC2CCCCCC2)c(OC)c1,11,1.2,3,-8,-4,-3,-3,-9,1
O=C(N/N=C\c1ccccn1)c1ccccc1O,1,0.8,-8,14,0,4,-4,5,3
NNC(=O)c1sccc1OCc1cccc(C(F)(F)F)c1,-7,5.5,18,0,-8,7,-13,-9,7
COc1cccc(C2c3c(-c4ccccc4O)n[nH]c3C(=O)N2Cc2ccco2)c1 (centres undefined),5,0.6,3,3,-1,4,-1,-3,-1
CCn1nnc(NC(=O)C(c2ccccc2)c2ccccc2)n1,4,0.0,-4,5,4,5,0,-1,0
CC(C)C(C)NC(=O)COc1ncnc2sccc12 (centres undefined),6,0.2,13,-12,-5,-1,5,4,2
O=C(CCCCCNC(=O)N1CCn2c1nc1ccccc12)N[C@H](Cc1ccccc1)C(=O)O,4,-0.7,11,14,0,2,1,0,1

# Three compounds from above, showing only M5 antag, M4 PAM and CHRM4 antagonist.
Molecule | M5 antag | M4 PAM | CHRM4 antagonist
NC(=O)CSc1cn(Cc2cccc(F)c2)c2ccccc12 | 2 | 1 | 6
CCC1(CC)NC(=O)N(CC(=O)OCC(=O)NC(=O)c2ccccc2OC)C1=O | 9 | 0 | 4
CCn1cc(C(=O)NCc2cccnc2)c2cc(OC)c(OC)cc2c1=O | 3 | -4 | -2

# The results go on:
SMILES,M5 antag,M1 ag parental,CHO-K1 Ca PAM,CHO-K1 Ca antag,CHRM4 antagonist,M5 ag,CHRM5 PAM,M4 PAM,CHRM4 agonist
COc1ccc(-n2c(N)c(C(=O)NCC3CCCO3)c3nc4ccccc4nc32)c(OC)c1 (centres undefined),-8,1.7,30,-34,5,6,3,2,4
COc1ccccc1CO/N=C/c1cccn1-c1nccc(N(C)C)c1C#N,18,0.5,-3,0,-4,-3,1,-3,1
CC(C)CSc1nc(N)nc2c1ncn2C1OC(CO)C(O)C1O (centres undefined),3,0.2,-5,-5,0,1,3,5,0
Nc1sc(-c2ccccc2)cc1C(=O)N/N=C/c1ccc(Cl)cc1,-8,0.2,-15,0,-9,0,7,3,1
Clc1ccc(N=c2ssnc2Cl)nc1,8,0.1,-18,-3,-6,-2,5,6,2
O=C(O)c1cc(N2C(=O)C3CCCCC3C2=O)ccc1NCc1cccnc1 (centres undefined),1,-0.5,-12,1,-6,-1,4,7,0
CCOC(=O)c1cn(CC(=O)Nc2cccc(F)c2)nn1,4,0.2,8,3,-1,-2,-7,0,1
N#CC1(c2nc3ccccc3[nH]2)CC1c1ccc2c(c1)OCO2 (centres undefined),-7,0.3,2,4,-12,-3,0,3,2
CC1CCCC(NC(=O)CSc2nnc(C(F)(F)F)n2C)C1C (centres undefined),2,0.3,24,-19,0,3,1,3,2
O=C(CN1CCN(S(=O)(=O)c2ccc(Cl)cc2)CC1)NC1CC1,-26,1.9,-15,-1,-1,-4,6,-3,0
O=C(CO)N/N=C/c1ccccc1F,-1,0.3,3,-16,-10,0,-1,1,1
CC1=NN(c2ccc(C)cc2C)C(=O)C1C(c1ccccc1)C1C(=O)N(c2ccc(C)cc2C)N=C1C (centres undefined),1,1.4,2,-3,0,-2,8,5,1
O=C(CS(=O)(=O)Cc1ccccc1)N1CCc2ccccc2C1,0,0.2,10,-16,-1,-1,-5,-1,1
FC(F)(F)c1cc(-c2cccs2)nc(-n2cc(Cl)cn2)n1,-5,0.9,27,-22,-12,-3,2,2,-2
CCOC(=O)C(Oc1ccc2c(-c3ccc(OC)cc3)cc(=O)oc2c1C)c1ccccc1 (centres undefined),0,0.5,21,-10,-3,-3,5,23,1
Cc1noc(C)c1NC(=O)Nc1cccc2c1O[C@H](CN(C)C(=O)Nc1ccccc1)[C@@H](C)CN([C@H](C)CO)C2=O,6,0.3,13,-9,1,1,1,-9,-1
COc1ccc(COC(=O)NC(C(=O)O)c2ccccc2)cc1 (centres undefined),3,0.4,-3,-6,10,2,5,-4,0
O=C(COc1coc(CN2CCN(c3ccccc3)CC2)cc1=O)Nc1ccccc1,8,4.8,11,-11,-2,0,-1,6,0
COc1ccc(/C=N/NC(=O)c2nnn(-c3nonc3N)c2C)cc1OC,1,0.2,9,0,2,1,-4,-1,0
O=C(O)C1CCCCC1C(=O)N1CCN(S(=O)(=O)c2ccc(F)cc2)CC1 (centres undefined),3,0.5,8,6,5,-5,3,1,1
CC1C(c2ccc3c(c2)OCO3)c2cc3c(cc2OC1N1CCOCC1)OCO3 (centres undefined),-10,0.0,-13,-6,-12,3,10,7,0
COCCCNC(=S)Nc1ccc(CC(=O)O)cc1,-5,-0.4,-6,6,-1,2,4,7,1
C[C@@H]1CN([C@@H](C)CO)C(=O)CCCn2nncc2CO[C@H]1CN(C)Cc1ccc2cccnc2c1,-16,0.1,-3,-6,-20,-2,3,-1,1
COc1cccc(N2CCN(C(=O)c3ccc4nc(N5CCCCC5)sc4c3)CC2)c1,4,3.1,23,0,0,2,-5,4,7
COc1ccc(-c2csc(N(CCCN(C)C)C(=O)c3ccccc3Cl)n2)cc1,-2,2.9,11,-16,20,4,2,-16,9
COc1cnc(-c2ccccn2)nc1Oc1ccc(Cl)c2ccccc12,4,-0.1,11,-6,15,2,3,11,0
COc1cc(C(=O)NCCCCc2ccccc2)cc(OC)c1OC,-15,3.6,-11,6,-11,4,-16,-3,13
Cc1cc(F)ccc1NC(=S)NC1CCCC1,-7,0.4,0,2,-10,-4,2,8,1
Cc1nnc(C)n1/N=C/c1cc2ccccc2nc1Cl,2,0.8,21,-13,3,-1,9,10,3
COc1cccc(/C=C2/Sc3ccc(C(=O)NCCN4CCCC4)cc3NC2=O)c1,-8,-0.3,17,-19,-14,-11,6,12,0
COc1cc(-c2ccc3oc(-c4ccsc4)c(C#CC4(O)CCCCC4)c3c2)cc(OC)c1OC,2,0.1,-1,-16,-19,13,-2,7,3
COCCNc1nc2cc(-c3ccc(C)cc3)sc2c(=O)n1C,9,0.1,-12,13,7,-1,-8,-2,1
COc1ccc(Cc2nc(-c3cccs3)no2)cc1,-2,-0.3,-1,0,2,-3,0,3,-1
CN(C)C(=O)N1CCC(C(=O)NCc2ccccc2)CC1,5,-0.3,0,-11,4,2,-7,0,1
COc1ccc(CNC(=O)c2cc(-c3ccncc3)nc3c(C)cc(C)cc23)cc1OC,13,6.0,-1,-15,10,-3,-20,-18,22
O=C(NCc1ccc(F)cc1)c1cc(-c2ccco2)on1,0,0.4,22,-12,-8,-6,10,26,0
C1CCN(CCC2CCCCN2)CC1 (centres undefined),12,0.8,28,-3,-9,1,12,3,1
COc1ccc(NC(=O)COc2ccc(N(C)S(=O)(=O)c3ccc(Cl)cc3)cc2)cc1OC,29*,14,-20,27*,12,7,-34,-9,20
COc1ccc(-c2nc(CS(=O)(=O)CC(=O)NCc3cccc(OC)c3OC)c(C)o2)cc1,14,5.6,1,8,-6,3,-14,-9,25
CN(CC(=O)Nc1ccc(F)c(F)c1F)C(=O)CC1OC(=O)c2ccccc21 (centres undefined),1,0.7,-3,-6,5,0,-2,4,0
COc1ccc(-c2csc(NC(=S)NC(=O)/C=C/c3ccc(C(C)C)cc3)n2)cc1OC,9,0.6,6,-3,1,-4,-5,-3,1
CC1(C(=O)Nc2cccc(Oc3ccccc3)c2)CCN1C1Cc2ccccc2C1 (centres undefined),-7,0.3,-5,-10,-3,-1,-1,-8,0
COc1ccc(C2(c3ccc(OC)cc3)NC(=O)N(CC(=O)NCC(F)(F)F)C2=O)cc1,10,0.9,3,-13,-5,1,0,-1,2
Cn1cnc([N+](=O)[O-])c1S(=O)(=O)Oc1ccccc1,21,1.0,-5,8,14,2,-1,-2,2
O=C(CC12CC3CC(CC(C3)C1)C2)NC(=S)NCc1ccco1,2,0.6,8,-7,6,-3,-4,-13,-2
COc1ccc(/C=N/NC(=O)CC(=O)NCCc2ccccc2)cc1OC,2,0.1,-6,21,2,3,5,9,2
O=C(NNc1ccccc1)C(=O)NNc1ccccc1,1,-0.4,-25,9,0,-2,4,4,0
Cc1cc(C(F)(F)F)nn1CC(=O)NNC(=S)NCC(C)C,-2,0.7,-3,-36,-1,0,-3,4,1
COc1ccc(N(C(C)C(=O)Nc2cccnc2)S(C)(=O)=O)cc1 (centres undefined),14,0.0,-13,12,4,-4,-5,-3,0
Nc1ncc(-n2cncn2)c(-c2ccccc2)n1,-3,0.3,20,-8,2,-3,-3,-4,0
CCOC(=O)Cc1csc(NC(=O)c2ccc(N3CCOCC3)cc2[N+](=O)[O-])n1,12,12,0,-15,-12,9,-34,5,22
COc1ccc2c(=O)c(Oc3ccc(C(=O)O)cc3)c(C(F)(F)F)oc2c1,5,0.0,3,-6,-1,-3,8,14,3
S=c1[nH]nc(-c2ccc(Cl)cc2Cl)n1-c1ccc2c(c1)OCCO2,-8,0.6,1,3,-6,-7,15,7,0
N=C(N)c1ccc(Cl)cc1,7,5.4,-9,3,5,-1,-3,5,1
CC(C)(C)OC(=O)NNC(=O)c1cccs1,9,0.1,8,1,5,-1,0,-7,1
Cc1ccc(NC(=O)c2cc(=O)c3ccccc3o2)cc1S(=O)(=O)N1CCCCC1,2,6.4,14,-13,-12,1,-4,-6,8
Nn1cnnc1N/N=C/c1cccc(Cl)c1Cl,2,0.4,3,-7,-9,-5,5,2,1
O=C(NC1CC1)C1CC(=O)N(c2cccc(Cl)c2)C1 (centres undefined),23,0.7,-15,8,3,-1,-5,1,1
CC(C)(C)CC(=O)NC(=S)Nc1ccccc1[N+](=O)[O-],8,0.1,-6,0,-8,-3,-1,5,1
O=C(O)c1ccc(CN2C[C@@H](CO)O[C@@H](n3cnc4c(NCc5ccco5)ncnc43)C2)cc1,-4,0.9,19,-7,-13,0,-1,-1,0
